High-throughput results as filed in PubChem BioAssay.
AmpC inh no detg – AmpC beta-lactamase inhibition without detergent; P00811; AmpC nitrocefin hydrolysis, absorbance 480 nm, 0.0001% Triton; Potency, µM (highest dose often 57.1 µM), for the others: at the top dose activity change, negative = inhibition, actives largely listed as inhibitors; 330,000 tested, 0.52% active;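 also: potency is read from the fitted curve at half-maximal effect; plate controls were no compound for no effect and no enzyme for full effect; nearly all actives have a fitted effect of over 20% in size; some results filed as inactive show a strong effect at the top dose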
Target sequence (P00811 whole entry, looked up): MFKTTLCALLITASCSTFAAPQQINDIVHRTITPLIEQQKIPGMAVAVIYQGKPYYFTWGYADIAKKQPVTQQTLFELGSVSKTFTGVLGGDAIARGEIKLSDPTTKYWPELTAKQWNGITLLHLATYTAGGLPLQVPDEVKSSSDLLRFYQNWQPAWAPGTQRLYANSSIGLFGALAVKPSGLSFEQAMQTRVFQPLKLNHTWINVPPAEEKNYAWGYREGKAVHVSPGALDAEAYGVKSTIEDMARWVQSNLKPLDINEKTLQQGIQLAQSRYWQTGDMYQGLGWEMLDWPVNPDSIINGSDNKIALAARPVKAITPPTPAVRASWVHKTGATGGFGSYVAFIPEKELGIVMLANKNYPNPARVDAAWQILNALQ
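AmpC (5.3 nM in the dispensed reagent) in 20 mM phosphate pH 7.0 with 0.01% (detergent screen) or 0.0001% Triton X-100 was preincubated with compounds for 15 min at room temperature. Nitrocefin was then added from an 800 uM solution, and hydrolysis was followed at 480 nm.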
AmpC detergent – blocks E. coli AmpC beta-lactamase in detergent assay; P00811; AmpC hydrolysis of nitrocefin, absorbance 480 nm, 0.01% Triton; Potency, µM (titrated, usually from 114 µM), for inactives: at the highest dose activity change, negative = inhibition, usual class: inhibitors; 370,000 tested, 0.041% active; AID 485294;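 also: potency is read from the fitted curve at half-maximal effect; 0% = no-compound wells and -100% = no-enzyme wells; nearly all actives have a fitted effect of over 25% in size; some results filed as inactive show a strong effect at the top dose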
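20 mM phosphate pH 7.0 + 0.01% (detergent screen) or 0.0001% Triton X-100; 5.3 nM AmpC reagent; cpd preinc 15 min RT; nitrocefin (800 uM stock) to start; A480 q20 s × 4 min; Activity was normalised to no-enzyme and no-compound control wells.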
Shiga inhibitor – blocks Shiga toxin action in Vero cells; Vero cells, Shiga toxin protein synthesis inhibition reporter; inhibition, % at 38.7 µM; 290,000 tested, 9.2% active; AID 2315; in the data active = inhibition mostly above about 28%, no sharp cut-off; inactive = mostly below about 43%; also: 0% is about no effect
AMA1-RON2 inh – disrupts binding of P. falciparum AMA1 to RON2; Potency, µM (highest dose often 58.2 µM), without a hit: top-dose activity change, negative = inhibition, hits mostly inhibitors; AlphaScreen AMA1-biotinylated RON2 peptide binding; 360,000 tested, 0.2% active;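 also: potency is read from the fitted curve at half-maximal effect; 0% = vehicle wells and -100% = peptide control; nearly all actives have a fitted effect of over 45% in size; some results filed as inactive show a strong effect at the top dose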
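AMA1 (3D7) with his tag at 25 nM final met compounds first, then biotinylated RON2 peptide at 25 nM; detection used donor plus acceptor beads, 10 µg/mL apiece, read by AlphaScreen after 30 min at room temperature.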
Giardia FBPA inh – Giardia lamblia aldolase inhibition; purified Giardia FBPA; A8B2U2; Potency, µM (top dose mostly 59.6 µM), for inactives: at the highest dose activity, negative = inhibition, usual class: inhibitors; 290,000 tested, 0.71% active; also: potency is read from the fitted curve at half-maximal effect; % is scaled to controls: 0 for no effect and ±100 for the full control effect; nearly all actives have a fitted effect of over 55% in size
Target sequence (A8B2U2 whole entry, looked up): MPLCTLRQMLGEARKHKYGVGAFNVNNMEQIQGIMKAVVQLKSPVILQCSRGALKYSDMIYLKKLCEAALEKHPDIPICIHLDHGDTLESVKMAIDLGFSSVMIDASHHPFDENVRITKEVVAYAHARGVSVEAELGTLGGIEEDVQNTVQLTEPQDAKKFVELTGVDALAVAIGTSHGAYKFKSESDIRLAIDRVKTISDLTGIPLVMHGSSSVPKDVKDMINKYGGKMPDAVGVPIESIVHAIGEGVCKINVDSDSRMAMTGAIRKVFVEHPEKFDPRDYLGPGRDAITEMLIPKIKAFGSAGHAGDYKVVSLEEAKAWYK
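40 nM FBPA preincubated 10 min at RT with compound (up to 57.5 uM final), then substrate plus GAPDH/TPI/NAD/arsenate coupling and diaphorase/resazurin added. Fluorescence read after 20 min at RT, 525/598 nm.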
HCMV antiviral – blocks human cytomegalovirus replication | activity change, negative = inhibition, % at 57.5 µM | HFF cells, HCMV-luciferase reporter, 72 h; stronger effect = lower value | 410,000 tested, 4.5% active; in the data active = activity change below about -60%; inconclusive = no clear call, values can overlap the other calls; inactive = above about -39%; also: % is scaled to controls: 0 for no effect and ±100 for the full control effect
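Steps: HFFs plated, 16 h 37C; compounds added; HCMV-luciferase added to MOI 1 PFU/cell; 72 h 37C; OneGlo reagent, 5 min room temperature; luminescence read, normalized to controls.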
CHX counter – counter-screen hit for Shiga toxin inhibitors, cycloheximide; cell reporter, cycloheximide protein synthesis inhibition counterscreen; max response, %; 300,000 tested, 12% active; AID 2314; in the data active = max response mostly above about 13%, no sharp cut-off; inactive = mostly below about 14%; also: read at 38.3 µM for the half of the compounds with a filed dose; 0% is about no effect
* hit, by the source's call; ? = inconclusive; / = not tested or not shown; & = joins results of further samples; [ ] = another dose, or the depositor's remark. Unless noted, calls follow the shape of the dose curve; as a rule, active = well fitted curve in the direction sought with a large enough effect; inconclusive = small, poorly fitted or top-dose-only effect, or another doubt; inactive = no such curve, though single readings can be large; an effect the other way counts as inactive or inconclusive.

(1) FC(F)(F)c1cccc(Cc2noc(CN3CCSCC3)n2)c1
(2) CCOc1ccc(N2C(=O)CC(Sc3nc(C)cc(C)c3C#N)C2=O)cc1 (stereo not given)
(3) CCN(CC(=O)Nc1c(F)cccc1F)C(=O)CC1CCCC1
(4) CCc1ccc(C(=O)Nc2ccc3c(c2)n(C)c(=O)n3C)cc1
(5) COc1ccc(NC(=O)NNC(=O)COc2ccc(Cl)cc2C)cc1OC
(6) COc1ccc(OCC(=O)NNC(=S)NC(=O)c2ccc(Br)o2)cc1
(7) CCOc1ccccc1Nc1ccnc2cc(Cl)ccc12
(8) C=CCN1C(=O)c2ccc(C(=O)N(CC)CC(=O)Nc3cc(Cl)ccc3C)cc2C1=O
assay / compound	1	2	3	4	5	6	7	8
CHX counter	1	6	/	12*	-2	-3	-1	/
AmpC detergent	-4%	-1%	3%	-11%	0%	6%	7%	5%
HCMV antiviral	6	-29	-21	?	35	-26	?	15
AMA1-RON2 inh	3%	0%	0%	-16%	32%[activator]	124%[activator]	11%	-4%
Giardia FBPA inh	0%	12%	/	-3%	9%	/	0%	/
Shiga inhibitor	-7	5	/	/	-6	-11	-4	/
AmpC inh no detg	22%	11%	-10%	27%	-2%	-35%	-37%	89%[activator]

(9) COc1ccc(C2(CNC(=O)/C=C/c3ccco3)CCCC2)cc1OC
(10) COc1cc2c(cc1OC)CN(C(=O)CSc1nc(C)cc(C)c1C#N)CC2
(11) O=C(COc1cccc(C(F)(F)F)c1)Nc1ccc2[nH]ncc2c1
(12) Cc1sc2nc(CSCC(=O)Nc3ccc(N4CCOCC4)cc3)[nH]c(=O)c2c1C
(13) OC1(C(F)(F)F)CC(O)(C(F)(F)F)n2nc(-c3ccccc3)cc2N1 (stereo not given)
(14) Cc1cc(C(=O)CN2C(=O)NC3(CCCC3)C2=O)c(C)n1-c1ccc2c(c1)OCO2
(15) O=C(COC(=O)c1cccnc1Nc1cccc(C(F)(F)F)c1)NCc1ccc2c(c1)OCO2
(16) COC(=O)CN(C#N)c1nc(C)cc(C)n1
assay / compound	9	10	11	12	13	14	15	16
CHX counter	-1	-2	-1	1	15	1	-3	0
AmpC detergent	-2%	-9%	-7%	5%	-6%	-2%	?	-5%
HCMV antiviral	27	-32	?	?	?	16	21	?
AMA1-RON2 inh	-8%	-4%	3%	0%	12%	8%	24%	11%
Giardia FBPA inh	-13%	1%	1%	?	-6%	-1%	3%	6%
Shiga inhibitor	42	-3	-6	13	23	-3	-15	-5
AmpC inh no detg	14%	31%	-28%	-1%	?	-4%	-19%	-16%

(17) CCOC(=O)N1CCN(CC(=O)Nc2ccc(F)cc2)CC1
(18) CC(=O)Nc1ccc(N2S(=O)(=O)c3ccccc3S2(=O)=O)cc1
(19) COc1ccc(-n2c(Cc3cccn3C)nnc2SCC(=O)NCc2ccco2)cc1
(20) COc1ccccc1CCNS(=O)(=O)c1cc2c3c(c1)C(C)C(=O)N3CCC2 (stereo not given)
(21) O=C(CSC(=S)N1CCOCC1)Nc1ncc2c(n1)CC(c1ccco1)CC2=O (stereo not given)
(22) Cc1nnc(NC(=O)CCC(=O)N2CCN(CCc3ccccc3)CC2)s1
(23) CCCN(CC1CCCO1)C(=O)CCc1nnc(CCc2ccc(OC)cc2)o1 (stereo not given)
(24) CCOC(=O)CCP(=O)(O)C(C)(O)c1ccccc1 (stereo not given)
assay / compound	17	18	19	20	21	22	23	24
CHX counter	-3	-2	-2	4	-1	-2	27*	-2
AmpC detergent	6%	2%	?	0%	0%	-19%	?	-4%
HCMV antiviral	-33	24	-14	-14	-10	/	2	27
AMA1-RON2 inh	15%	2%	0%	-4%	-16%	/	4%	1%
Giardia FBPA inh	-9%	4%	4%	/	4%	1%	/	9%
Shiga inhibitor	8	-11	-6	-4	-8	-13	16	-16
AmpC inh no detg	-1%	-11%	54%	20%	-5%	-8%	46%	-11%

Five structures from above, ordered by count of non-hydrogen atoms, highest first.
(23) CCCN(CC1CCCO1)C(=O)CCc1nnc(CCc2ccc(OC)cc2)o1 (stereo not given)
(20) COc1ccccc1CCNS(=O)(=O)c1cc2c3c(c1)C(C)C(=O)N3CCC2 (stereo not given)
(22) Cc1nnc(NC(=O)CCC(=O)N2CCN(CCc3ccccc3)CC2)s1
(18) CC(=O)Nc1ccc(N2S(=O)(=O)c3ccccc3S2(=O)=O)cc1
(17) CCOC(=O)N1CCN(CC(=O)Nc2ccc(F)cc2)CC1
assay / compound	23	20	22	18	17
CHX counter	27*	4	-2	-2	-3
AmpC detergent	?	0%	-19%	2%	6%
HCMV antiviral	2	-14	/	24	-33
AMA1-RON2 inh	4%	-4%	/	2%	15%
Giardia FBPA inh	/	/	1%	4%	-9%
Shiga inhibitor	16	-4	-13	-11	8
AmpC inh no detg	46%	20%	-8%	-11%	-1%

Further structures follow.
(25) CNC(=O)c1nc[nH]c1C(=O)NC
(26) O=C(CC(=O)NC1CCCCC1)N/N=C/c1cccc2ccccc12
(27) Cc1ccccc1NC(=O)Cc1c[nH]c2ccccc12
(28) O=C(COc1ccc(Cl)cc1)NNC(=O)c1ccccn1
(29) O=C(Cc1c(F)cccc1Cl)Nc1ccncc1
(30) c1ccc(COC(CN2CCCCCC2)CN2CCCCCC2)cc1
(31) CN(C)c1ccc(NC(=O)CCN2CCN(c3ccccn3)CC2)cc1
(32) COc1ccc(C)cc1NC(=S)N1CCN(c2ncccn2)CC1
assay / compound	25	26	27	28	29	30	31	32
CHX counter	-2	0	1	1	-2	-1	1	5
AmpC detergent	-3%	3%	?	-14%	?	1%	-6%	?
HCMV antiviral	116	-10	62	16	-32	-39	-3	-5
AMA1-RON2 inh	-2%	0%	-4%	84%[activator]	1%	4%	-10%	3%
Giardia FBPA inh	-16%	0%	-4%	?	4%	-19%	-10%	-2%
Shiga inhibitor	-5	12	5	-5	-5	20	-7	-13
AmpC inh no detg	/	?	-28%	-18%	-14%	-10%	-10%	-6%[2.29 µM]

Full records, looked up by structure. Order of screens: CHX counter, AmpC detergent, HCMV antiviral, AMA1-RON2 inh, Giardia FBPA inh, Shiga inhibitor, AmpC inh no detg
`O=C(Cc1c(F)cccc1Cl)Nc1ccncc1` in the list: -2, ?, -32, 1%, 4%, -5, -14%
`CNC(=O)c1nc[nH]c1C(=O)NC` in the list: -2, -3%, 116, -2%, -16%, -5, /
`O=C(COc1ccc(Cl)cc1)NNC(=O)c1ccccn1` in the list: 1, -14%, 16, 84%[activator], ?, -5, -18%
`CN(C)c1ccc(NC(=O)CCN2CCN(c3ccccn3)CC2)cc1` in the list: 1, -6%, -3, -10%, -10%, -7, -10%

(continued)
(33) CCC(=O)Nc1c(-c2ccccc2Cl)c(=O)c2ccccc2n1C
(34) Cc1ccc2c(c1)c1c3n2CCN(C(=O)CN2CCN(C)CC2)C3CCC1 (stereo not given)
(35) CC(=O)N(CCN1CCOCC1)Cc1cc2cc3c(cc2nc1Cl)OCO3
(36) Oc1ccc(/C=N/Nc2ccc(C(F)(F)F)cn2)c(O)c1
(37) Cc1cccc(CCN(C(=O)c2csnn2)C(C(=O)NC2CCCC2)c2ccco2)c1 (stereo not given)
(38) COC(=O)[C@@]1(Cc2ccc(OC)cc2)[C@H]2c3cc(C(=O)N4CCCC4)n(Cc4ccc(C)o4)c3C[C@H]2CN1C(=O)c1ccccc1
(39) Cc1cc(C)n(-c2ccc(C(=O)OCC(=O)N(CC(C)C)C3CCS(=O)(=O)C3)cc2)n1 (stereo not given)
(40) CN(C(=O)Nc1ccc(Cl)cc1)c1c2c(nn1C)CCCC2
assay / compound	33	34	35	36	37	38	39	40
CHX counter	-3	-4	-4	52*	-2	-3	41	-3
AmpC detergent	-8%	-15%	-5%	-11%	-8%	?	6%	?
HCMV antiviral	-6	-20	7	-94*	47	-26	-86*	44
AMA1-RON2 inh	-7%	-23%	2%	/	8%	/	0%	-5%
Giardia FBPA inh	3%	-10%	3%	2%	6%	-4%&-2%	-8%	7%
Shiga inhibitor	-4	-1	-16	56*	-11	-9	6	-31
AmpC inh no detg	-6%	140%[activator]	179%[activator]	-48%	12%	240%[activator]	106%[activator]	21%

(41) CCc1ccc(N2CC(C(=O)NNC(=O)c3ccc(F)cc3)CC2=O)cc1 (stereo not given)
(42) CCC1(C)SC(NC(C)=O)=NN1C(C)=O (stereo not given)
(43) COc1cccc(C(=O)NC2CCN(CC(=O)Nc3c(C)cc(C)cc3C)CC2)c1
(44) CCOc1cc(N2CCOCC2)c(OCC)cc1NC(=O)Cn1[nH]c(=O)c2ccccc2c1=O
(45) COc1ccc(/C=C2\SC(=S)N(CCCC(=O)Nc3ccccn3)C2=O)cc1OC
(46) O=C1NC(=O)C(=CN2CCc3ccccc32)C(=O)N1
(47) Cc1cccc(Oc2ccccc2NC(=O)c2cnccn2)c1
(48) O=C(Cc1cccs1)N(Cc1ccco1)C1(C(=O)NC2CCCC2)CCCCC1
assay / compound	41	42	43	44	45	46	47	48
CHX counter	/	-1	2	-4&-6	-2	0	0	-3
AmpC detergent	?	5%	3%	-14%&-4%	3%	?	-2%	3%
HCMV antiviral	-10	-14	/	4	-99*	-20	36	-34
AMA1-RON2 inh	105%[activator]	16%	/	-15%	-1%	16%	1%	-11%
Giardia FBPA inh	/	0%	2%	-15%&-2%	7%	?	2%	-2%
Shiga inhibitor	/	-16	-5	-18&10	-12	15	9	-2
AmpC inh no detg	-14%	-17%	65%[activator]	-8%&-23%	-28%	-18%	-11%	-1%

(49) CC(C)CN(C(=O)C1CCCCC1)C1CCS(=O)(=O)C1 (stereo not given)
(50) COc1ccc(C(C)(C)C)cc1NC(=O)C1C2C=CC(C2)C1C(=O)O (stereo not given)
(51) COc1cc(/C=C2\SC(=S)N(CCCCC(=O)O)C2=O)ccc1OS(=O)(=O)c1ccc(C)cc1
(52) N#C/C(=N/Nc1ccccc1[N+](=O)[O-])C(N)=S
(53) COc1ccc(-c2nc3cnccn3c2NC(C)(C)CC(C)(C)C)cc1O
(54) COc1cc(C(=O)Nc2ccc(Oc3ncnc4sc(-c5ccccc5)cc34)cc2)cc(OC)c1OC
(55) CC(C)(C)OC(=O)NCCC(=O)N/N=C/c1cccc2nccnc12
assay / compound	49	50	51	52	53	54	55
CHX counter	/	-3	/	5	-2	-2	-2
AmpC detergent	?	-3%	2%	1%	3%	1%	-2%
HCMV antiviral	2	-15	-25	27	-39	?	85
AMA1-RON2 inh	6%	1%	-8%	3%	-9%	10%	95%[activator]
Giardia FBPA inh	/	1%	/	-24%	-9%	9%	-28%
Shiga inhibitor	/	4	/	28	-21	-6	15
AmpC inh no detg	?	-3%	101%[activator]	-22%	42%	-27%	-1%
